# Compound activity as filed in PubChem.
# SIAH1 antagonists – Siah-1 peptide-binding antagonists, primary screen, biochemical, fluorescence polarization, rhodamine-plectin, uHTS (AID 1817) | E3 ubiquitin-protein ligase SIAH1 (Homo sapiens) | Siah-1 / rhodamine-plectin peptide fluorescence polarization; higher % means a stronger effect | one-dose displacement, % at 20 µM; IC50 in µM for titrated hits | 290,000 tested, 0.02% active;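 active = displacement of at least 50% at 20 µM, with a fluorescence ratio check between 0.3 and a set limit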;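 note: plate controls were Siah plus tracer with DMSO for no effect and tracer alone without Siah for full effect; strong numbers were not always called active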
# West Nile virus CPE – West Nile virus antiviral activity, cell-based, CPE readout (AID 1621); West Nile virus-infected cells, CPE inhibition; higher % means a stronger effect; CPE inhibition, % at 10 µM; hits with a dose series show IC50 in µM; 290,000 tested, 0.02% active; in the data active = a potency from the dose series; inconclusive = CPE inhibition mostly from about 3.7% at the one dose, without a potency; inactive = the rest, 99 in 100 with CPE inhibition below about 2.2%; note: strong numbers were not always called active
# P. falciparum M1AAP – P. falciparum M1AAP inhibitors, biochemical, fluorogenic H-Leu-NHMec substrate, 1536-well (AID 1445) | recombinant M1AAP, H-Leu-NHMec fluorogenic kinetic assay; higher % means a stronger effect | inhibition, % at 30 µM; hits with a dose series show IC50 in µM | 220,000 tested, 0.42% active;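 active = primary inhibition above the hit cutoff, then over 50% inhibition at one or more dose response concentrations, cut at about 23% in these data, passing the limit was not always enough; inconclusive = conflicting primary data, or primary hits not chosen for dose response; inactive = low primary inhibition, or under 50% at every dose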;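 note: plate controls were DMSO full reaction for no effect and no enzyme background for full effect; strong numbers were not always called active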
# PMI inhibition – human PMI inhibitors, high substrate, primary screen, biochemical, fluorescence intensity, high mannose 6-phosphate (AID 1220); inhibition, % at 20 µM, or IC50 in µM where a hit was titrated; Mannose-6-phosphate isomerase (Homo sapiens); recombinant PMI enzyme, coupled fluorescence intensity; higher % means a stronger effect; 190,000 tested, 0.66% active; in the data active = inhibition above about 50%
# M17LAP inhibition – P. falciparum M17LAP inhibitors, primary screen, biochemical, fluorogenic H-Leu-NHMec substrate, 1536-well (AID 1619); Leucine aminopeptidase (Plasmodium falciparum (isolate 3D7)); 220,000 tested, 0.38% active; recombinant M17LAP, H-Leu-NHMec fluorogenic kinetic assay; higher % means a stronger effect; inhibition, % at 30 µM; hits with a dose series show IC50 in µM;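 active = compound inhibiting the enzyme by more than half at any dose during confirmatory dose-response retesting; inconclusive = strong single-dose inhibitors picked by rank but not retested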;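 note: plate controls were full reaction with DMSO carrier for no effect and no enzyme background for full effect; strong numbers were not always called active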
# XIAP antagonists – XIAP antagonists, biochemical, IAP family, fluorescence polarization (AID 1018). XIAP BIR domain, fluorescence polarization peptide displacement; higher % means a stronger effect. 200,000 tested, 0.007% active. one-dose displacement, % at 20 µM; IC50 in µM for titrated hits; in the data active = displacement above about 50%; note: a part of the inactive calls stands beside numbers as strong as those of hits
# Yfh1-depleted yeast – enhancers of respiration in Yfh1-depleted yeast, dose response, Friedreich's ataxia, plus single-dose screen (AID 1465) | 220,000 tested, 0.074% active | fold induction at 50 µM, or EC50 in µM where a hit was titrated | S. cerevisiae Yfh1-off respiration, WST-1 reduction, 72 h; higher fold induction means a stronger effect;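 active = fold induction of absorbance versus untreated yeast above a set limit, then at least 30% activation at any dose in follow-up; inconclusive = repeats straddling the limit, or above it without dose testing; inactive = fold induction below the set limit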;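 note: activators that raise dye reduction in frataxin-depleted yeast; strong numbers were not always called active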
# CSM14.1 death rescue – rescue of cells from ER stress-induced death, primary screen, 384-well, CSM14.1, thapsigargin, ATP luminescence (AID 1222). CSM14.1 thapsigargin-induced death rescue, ATP luminescence; higher % means a stronger effect. cellular ATP content (survival), % at 20 µM; hits with a dose series show EC50 in µM. 190,000 tested, under 10 active;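 active = EC50 below 50 µM in the dose-response confirmation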;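 note: death triggered by thapsigargin at about 15 µM added after 2 h compound pretreatment; cell ATP read after overnight thapsigargin exposure of roughly 18 to 22 hours; normalized against plate controls of thapsigargin alone and 5% DMSO vehicle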
# PhoP inhibition – inhibitors of PhoP regulon expression, primary screen, Salmonella Typhimurium, GFP reporter (AID 1863); S. Typhimurium PhoP-regulated promoter GFP reporter, 4 h; higher % means a stronger effect; inhibition, % at 50 µM, or IC50 in µM where a hit was titrated; 300,000 tested, 0.16% active;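 active = inhibition over 29.93%, a cutoff 3 SD above the screen mean, later confirmed by dose response; inconclusive = inhibition over 29.93% but no dose response follow-up; inactive = inhibition at most 29.93% or unconfirmed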;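 note: 0% = low Mg2+ inducing control and 100% = high Mg2+ repressing control; strong numbers were not always called active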
# Numbers without * were called inactive; i = inactive; ? = inconclusive; . = no result given.
SMILES,SIAH1 antagonists,West Nile virus CPE,P. falciparum M1AAP,PMI inhibition,M17LAP inhibition,XIAP antagonists,Yfh1-depleted yeast,CSM14.1 death rescue,PhoP inhibition
CCCCn1c(=O)[nH]c(=O)c2c1nc(-c1ccc(C)c([N+](=O)[O-])c1)n2CC,18%,-0.3%,-7%,-4%,-4%,2.0%,i,-0.2%,-2%
CCOc1ccc(NC(=NCc2ccc3c(c2)OCO3)SC2CC(=O)N(c3ccccc3)C2=O)cc1 (stereo unspecified),1%,0.6%,-1%,-14%,14%,-3.7%,i,2.1%,3%
COC(=O)c1c(-c2ccc(C)cc2)csc1NC(=O)C1CC=CCC1C(=O)O (stereo unspecified),6%,0.7%,-1%,3%,1.2µM*,-4.8%,i,-1.7%,4%
Cc1cc(F)ccc1S(=O)(=O)Nc1c(C)n(C)n(-c2ccccc2)c1=O,-1%,0.4%,9%,13%,6%,-22%,i,1.4%,-4%
FC(F)(F)c1cnc(N2CCCN(C(=S)Nc3ccccc3)CC2)c(Cl)c1,0%,-1.2%,7%,.,8%,.,i,.,-5%
Nn1c(SCc2ccc(F)cc2)nnc1-c1ccncc1,3%,0.3%,-1%,.,6%,.,i,.,-2%
O=C(Cn1c(=O)n(-c2ccccc2)c(=O)n1CC(=O)N1CCCCC1)N1CCCCC1,7%,-0.1%,-2%,-2%,2%,-2.0%,i,0.6%,8%
CCOc1nc(-c2ccccc2)ccc1-c1noc(-c2ccco2)n1,5%,0.3%,-4%,-5%,6%,-28%,i,1.7%,-7%
CCc1cc(=O)oc2cc(OCC=C(C)C)ccc12,-1%,0.6%,3%,11%,-4%,-5.3%,i,-2.6%,-1%
CCOc1ccccc1NC1=NCC(=O)N1Cc1ccc(F)cc1,0%,-0.1%,12%,-26%,10%,-4.4%,i,-2.4%,5%
CCOC(=O)c1[nH]c(C)c(C(=O)OCC(=O)N2CCCCC2C)c1C (stereo unspecified),-8%,-0.9%,3%,-10%,12%,-1.1%,i,4.5%,-8%
CN1CCc2c(sc3ncn4nc(-c5ccccc5O)nc4c23)C1,-13%,.,16%,4%,-12%,-5.4%,.,3.5%,-2%
CC1CCN(C(=O)c2ccc(SCc3ccccc3F)c([N+](=O)[O-])c2)CC1,11%,-2.0%,2%,28%,-2%,-14%,i,2.6%,-19%
COC(=O)Cc1ccc(NC(=S)NN2CCOCC2)cc1,3%,1.2%,3%,4%,1%,-1.8%,i,-1.0%,-8%
Cc1cccc2nc(C(F)(F)F)nc(=O)n12,-3%,0.2%,0%,-3%,-7%,0.4%,i,-1.7%,-1%
CC(C)(C)C(=O)N1CCN(c2ncccc2C(F)(F)F)CC1,13%,-0.6%,-2%,.,-9%,.,i,.,-2%
Cc1cc(C)n(CC(=O)N/N=C/c2cccc([N+](=O)[O-])c2)n1,-3%,-0.1%,16%,-3%,8%,-9.8%,i,-2.0%,17%
Cc1ccc(S(=O)(=O)CC(O)COc2ccc(C#N)cc2)cc1 (stereo unspecified),0%,0.0%,5%,14%,0%,-3.0%,i,-0.2%,-2%
CCS(=O)(=O)N1CCN(c2ccc(C(=O)N3CCOCC3)cc2[N+](=O)[O-])CC1,-5%,-0.5%,-2%,.,0%,.,i,.,-6%
COc1cc(NC(=O)c2cccc(COCC(F)(F)C(F)F)c2)cc(OC)c1OC,13%,-0.3%,-4%,5%,0%,-2.9%,i,-2.8%,-18%
COc1cc(NS(=O)(=O)c2ccc(N/C=C(\C=O)c3nc4ccccc4o3)cc2)nc(OC)n1,-2%,-0.3%,17%,-7%,33%,-5.0%,i,-0.5%,-18%
N#Cc1ccccc1-n1c(N)c(C(=O)N2CCCC2)sc1=S,3%,.,5%,41%,7%,-3.4%,.,-8.3%,-3%
O=C1N=C(N2CCOCC2)S/C1=C/c1cc2c(cc1[N+](=O)[O-])OCO2,-6%,2.1%,5%,.,14%,.,i,.,-3%
CCOC(=O)C1(C(F)(F)F)N=C(C(F)(F)F)Nc2ccccc21 (stereo unspecified),-3%,-0.4%,10%,12%,2%,-17%,i,-0.9%,-13%
O=c1[nH]cnc(O)c1C(c1cccc([N+](=O)[O-])c1)c1c(O)nc[nH]c1=O,7%,0.4%,-1%,.,4%,.,i,.,-1%
CC1=C(C(=O)OCC2CCCO2)C(c2ccccc2)C2=C(CC(C)(C)CC2=O)N1 (stereo unspecified),6%,-0.9%,9%,6%,-1%,5.4%,i,-0.5%,-12%
CC(Oc1ccc(Cl)cc1Cl)C(=O)N/N=C1\CCCc2ccccc21 (stereo unspecified),4%,-0.9%,12%,6%,4%,-17%,i,-0.5%,-10%
CCc1nc(N2CCN(C(=O)c3ccco3)CC2)c2oc3ccccc3c2n1,6%,2.2%,2%,-7%,6%,-1.8%,i,3.2%,9%
Cc1cccc(CN2CCN(CCCc3ccccc3)CC2)c1,6%,-0.2%,-1%,-11%,1%,-4.2%,i,-3.5%,5%
CC1CC(Nc2ccccc2)c2ccccc2N1C(=O)c1ccco1 (stereo unspecified),2%,-0.6%,1%,.,-2%,.,i,.,-2%
CS(=O)(=O)Nc1ccc(-c2n[nH]c(=S)n2-c2ccccc2)cc1,0%,0.0%,5%,-9%,-11%,-2.4%,i,0.7%,6%
O=C(NCc1ccccn1)c1ccc(-c2ccccc2)cc1,14%,-0.5%,9%,4%,3%,-4.5%,i,0.3%,-5%
CC(C)NC(=O)COc1ccc(S(=O)(=O)N2CCOCC2)cc1,5%,0.4%,2%,-6%,10%,-5.2%,i,0.2%,-10%
CC(C)c1ccccc1NC(=S)NCCCn1ccnc1,8%,-0.7%,8%,5%,11%,-7.3%,i,-0.2%,1%
Cc1nc(/C(N)=N/OC(=O)c2ccc(Cl)cc2)c(C(F)(F)F)o1,6%,0.4%,2%,.,2%,.,i,.,-6%
CC(=O)c1ccc(OCC(O)CN2CCN(CCO)CC2)cc1 (stereo unspecified),5%,-0.1%,-1%,5%,-5%,-3.5%,i,-2.3%,8%
C=CCN=C(NC#N)SCc1ccccc1,3%,-0.2%,1%,-7%,5%,-2.4%,i,-1.2%,6%
Cc1ccc(S(=O)(=O)Nc2cnn(-c3ccccc3)c(=O)c2Cl)cc1,0%,0.5%,0%,.,26%,-6.5%,i,-2.7%,1%
COc1ccc(CNCc2cc3c(C(C)(C)C)nn(-c4ccccc4)c3[nH]c2=O)cc1,3%,-0.5%,6%,-5%,-2%,-3.3%,i,-2.4%,-8%
Cn1c(SCc2nc(-c3ccc(Cl)cc3)no2)nnc1-c1ccco1,5%,-0.2%,4%,-2%,16%,0.6%,i,0.2%,9%
O=C(N/C(=C\c1ccc([N+](=O)[O-])cc1)C(=O)N1CCCCC1)c1ccccc1Br,6%,-1.3%,3%,-4%,13%,-18%,i,-1.5%,-2%
CC1(C)CC(NC(=O)C(Cl)(Cl)Cl)CC(C)(C)N1,1%,-0.8%,15%,-3%,-7%,-0.5%,i,-1.0%,-14%
Cc1ccc(NC(=O)CSc2nnc(COc3ccccc3C)o2)cc1,-1%,0.2%,6%,-6%,-1%,-1.5%,i,2.6%,5%
Cc1ccccc1Cn1c(=O)n(Cc2ccco2)c(=O)c2ccccc21,5%,3.0%,1%,10%,-1%,0.9%,i,-0.8%,-8%
O=C(c1cc(C(=O)c2ccco2)cc(C(=O)c2ccco2)c1)c1ccco1,16%,0.8%,3%,6%,4%,-5.7%,i,-2.4%,11%
Cc1ccc(C)n1-c1ccc2c(c1)COC2=O,-3%,-0.2%,4%,1%,2%,-5.6%,i,3.7%,4%
CC(=O)N1Cc2ccccc2C(C)CC12CCCC2 (stereo unspecified),-5%,-0.5%,-2%,10%,-3%,-4.3%,i,6.5%,7%
O=C(NCCc1ccc(Cl)cc1)c1cnc2n(c1=O)CCS2,7%,0.0%,.,5%,.,-4.7%,i,-1.1%,.
COC(=O)C(NC(=O)c1ccc(Cl)cc1)(Nc1nc(C)cs1)C(F)(F)F (stereo unspecified),6%,-1.2%,1%,-1%,4%,-2.7%,i,-1.1%,6%
CCc1ccc(C(=O)CSc2nc3cc(S(=O)(=O)N4CCOCC4)ccc3n2CC)cc1,1%,-0.8%,5%,2%,17%,-9.2%,i,-2.4%,18%
CCC(=O)NC(=S)Nc1ccc(NC(=O)c2ccco2)c(Cl)c1,2%,-0.3%,6%,-12%,-9%,-9.7%,i,-1.3%,-4%
CC(=O)c1ccc(NC(=S)NNC(=O)c2ccccc2[N+](=O)[O-])cc1,1%,0.6%,-7%,7%,10%,-5.5%,i,-0.1%,-4%
COCCCNC(=S)N/N=C/c1ccc(O)cc1,7%,0.6%,6%,.,7%,.,i,.,-3%
CCCc1nc(SCC(=O)Nc2cc(C)on2)c2ccccc2n1,-3%,2.0%,-5%,-3%,4%,0.3%,i,-0.9%,-4%
CCOc1ccc(N(Cc2cc3cc(OC)ccc3[nH]c2=O)S(C)(=O)=O)cc1,-1%,-0.7%,11%,22%,-6%,-0.5%,i,-1.7%,-5%
CN(C)C=NC(=O)c1ccc([N+](=O)[O-])c(CS(=O)(=O)c2ccc(Cl)cc2)c1,2%,-0.1%,-6%,15%,2%,-6.0%,i,0.0%,2%
COc1cc2ncnc(NCc3cccc(Cl)c3)c2cc1OC,14%,0.5%,7%,4%,0%,-1.7%,i,0.9%,8%
COc1ccc(N2CCN(C(=O)c3ccc(C)cc3Cl)CC2)cc1,5%,-0.7%,3%,5%,0%,-3.2%,i,-2.9%,-1%
O=C(CCn1c2c(c3ccccc31)CCCC2)NNC(=O)c1ccc([N+](=O)[O-])cc1,-1%,-0.5%,2%,20%,8%,-5.6%,i,-1.2%,-3%
CC1(C)CC(=O)C(C=Nc2ccc(O)c(N=CC3=C(O)CC(C)(C)CC3=O)c2)=C(O)C1,12%,1.0%,?,42%,16%,-5.3%,i,3.9%,0%
CCn1c(SC)nnc1-c1nnc(SC)n1CC,-4%,0.0%,-4%,-3%,4%,2.9%,i,-2.7%,14%
COc1ccc(-c2cn(-c3ccc(OC)cc3)c(=S)[nH]2)cc1,-5%,0.9%,12%,-6%,4%,-13%,i,-0.9%,-7%
